Pin1 inhibitor: human Pin1 inhibition; Pin1 FP peptide displacement, HiFluor488, 10 min; Q13526; 390,000 compounds, 0.009% hits; Potency, µM (titrated, usually from 115 µM), inactives show top-dose activity, negative = inhibition, hits mostly inhibitors; active means well fitted inhibition curve with a large enough effect in the polarisation, with a control signal flat, not every such curve was filed as active; inconclusive means small, poorly fitted or top-dose-only effect, or effect the other way, or a change in a side signal; inactive means no such curve, though single readings can be large or run the other way; the % refers to the polarisation; further: potency means the concentration at half of the fitted maximal effect; on the % scale 0 is the no-effect control and ±100 the full control effect
Target sequence (Q13526 whole entry, looked up): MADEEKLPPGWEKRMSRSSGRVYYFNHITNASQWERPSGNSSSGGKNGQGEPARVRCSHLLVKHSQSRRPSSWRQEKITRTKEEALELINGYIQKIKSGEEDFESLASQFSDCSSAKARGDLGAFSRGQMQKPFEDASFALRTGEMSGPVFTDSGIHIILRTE
PGK inhibitor: blocks T. brucei phosphoglycerate kinase; P07378; PGK/GAPDH coupled, Kinase-Glo luminescence, 60 min; Potency, µM (top dose mostly 57.5 µM), for the others: at the highest dose activity change, negative = inhibition, most hits filed as inhibitors; 380,000 compounds, 0.043% hits; AID 602233; further: potency means the concentration at half of the fitted maximal effect; on the % scale 0 is the no-effect control and ±100 the full control effect; nearly all actives have a fitted effect of over 60% in size
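Luminescent ATP detection (Kinase-Glo Plus) follows a 60-minute room-temperature incubation, with wells lacking PGK as controls. Buffer: 100 mM TEA (pH 7.6), 5 mM MgCl2, 0.01% Tween-20. Coupling enzyme GAPDH (100 nM final) supplies unstable 1,3-BPG in-well.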
HP1b binding inh: HP1-beta chromodomain-methylated histone interaction inhibition; 390,000 compounds, 0.56% hits; AlphaScreen HP1-beta / biotin-H3K9me3 peptide binding; Potency, µM (top dose mostly 114 µM), for inactives: at the top dose activity change, negative = inhibition, actives largely listed as inhibitors; AID 540317; further: potency means the concentration at half of the fitted maximal effect; nearly all actives have a fitted effect of over 70% in size; inactives centre near 23
Target sequence (P83916 whole entry, looked up): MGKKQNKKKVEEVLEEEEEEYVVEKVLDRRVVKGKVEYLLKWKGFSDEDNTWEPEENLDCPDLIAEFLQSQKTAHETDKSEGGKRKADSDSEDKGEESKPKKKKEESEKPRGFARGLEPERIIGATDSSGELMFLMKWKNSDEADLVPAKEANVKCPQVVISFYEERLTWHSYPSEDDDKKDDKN
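Compound inhibition of the preformed complex between 50 nM HP1-beta and 50 nM biotinylated H3K9me3 peptide was read by AlphaScreen. Buffer was PBS pH 7.4 with 0.01% Tween-20. Incubations ran 30 min at room temperature, with 10 ug/mL donor/acceptor beads.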
BAZ2B block: BAZ2B (human) inhibition | Q9UIF8 | Potency, µM (top dose mostly 114 µM), for inactives: at the highest dose activity change, negative = inhibition, most hits filed as inhibitors | AlphaScreen BAZ2B-H3K14Ac peptide displacement | 360,000 compounds, 4.4% hits; further: potency means the concentration at half of the fitted maximal effect; on the % scale 0 is the no-effect control and ±100 the full control effect; nearly all actives have a fitted effect of over 60% in size
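Protein-peptide AlphaScreen: BAZ2B 50 nM, b-H3K14Ac 50 nM, 1x PBS pH 7.4 + 0.01% Tween-20. Preincubation 30 min RT; cpd 30 min RT (top 110 uM); beads 20 min RT, light-protected.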
PI4K2A inh: PI4K2A (human) kinase inhibition. Q9BTU6. purified PI4K2A, ADP-Glo luminescence, 1 h; stronger effect = lower value. activity change, negative = inhibition, % at 76.9 µM. 420,000 compounds, 0.13% hits; in the data active means activity change below about -50%; inconclusive means mostly about -30% to -49%;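 further: -100% = wells without enzyme as full effect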
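PI4K2A activity was measured by ADP-Glo luminescence: enzyme (4 ug/mL stock) and phosphatidylinositol (1.2 mM stock) in Tris pH 7.5/MgCl2/EGTA/Triton X-100 buffer were reacted with ATP (300 microM stock) for one hour at ambient temperature.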
GLS inhibitor: inhibitors of human glutaminase (GLS); GLS enzymatic activity, qHTS titration; Potency, µM (series often up to 45.5 µM), without a hit: top-dose activity change, negative = inhibition, usual class: inhibitors; AID 624170; 410,000 compounds, 0.21% hits; O94925; further: potency means the concentration at half of the fitted maximal effect; on the % scale 0 is the no-effect control and ±100 the full control effect
Target sequence (O94925 whole entry, looked up): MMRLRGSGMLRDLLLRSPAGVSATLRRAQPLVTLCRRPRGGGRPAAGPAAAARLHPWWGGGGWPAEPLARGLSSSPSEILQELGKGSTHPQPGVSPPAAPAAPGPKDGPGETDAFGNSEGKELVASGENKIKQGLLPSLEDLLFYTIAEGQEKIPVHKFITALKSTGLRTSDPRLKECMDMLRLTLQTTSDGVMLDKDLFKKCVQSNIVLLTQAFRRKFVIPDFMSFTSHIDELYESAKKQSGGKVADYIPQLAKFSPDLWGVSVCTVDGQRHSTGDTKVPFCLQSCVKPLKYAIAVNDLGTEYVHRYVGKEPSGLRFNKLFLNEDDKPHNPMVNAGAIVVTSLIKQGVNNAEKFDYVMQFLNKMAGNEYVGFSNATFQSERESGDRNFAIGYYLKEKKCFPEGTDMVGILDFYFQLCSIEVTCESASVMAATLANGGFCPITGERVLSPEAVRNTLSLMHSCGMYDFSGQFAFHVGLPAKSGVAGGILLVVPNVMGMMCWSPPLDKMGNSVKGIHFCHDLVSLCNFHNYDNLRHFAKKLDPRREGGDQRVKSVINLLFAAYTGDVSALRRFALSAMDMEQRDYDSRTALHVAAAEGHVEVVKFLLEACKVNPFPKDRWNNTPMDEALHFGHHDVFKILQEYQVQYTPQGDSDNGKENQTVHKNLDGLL
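hKGA; 45 mM KH2PO4 pH 8.2 + 0.02% Tween-20; cpd via pin tool; 1 mM Gln soln; GluOx/HRP/Amplex Red; RT 30 min; fluor. t0 & final.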
JMJD2A Tudor: blocks the human JMJD2A Tudor domain; 390,000 compounds, 4.4% hits; AlphaScreen JMJD2A-Tudor / H3K4me3 peptide binding; Potency, µM (top dose mostly 114 µM), for inactives: at the top dose activity change, negative = inhibition, most hits filed as inhibitors; AID 504339; further: potency means the concentration at half of the fitted maximal effect; on the % scale 0 is the no-effect control and ±100 the full control effect; nearly all actives have a fitted effect of over 50% in size
G9a inh: blocks human histone lysine methyltransferase G9a; G9a H3K9 monomethylation, AlphaScreen, 2 h; Potency, µM (doses to about 102 µM), without a hit: at the top dose activity, negative = inhibition, actives largely listed as inhibitors; 350,000 compounds, 8.8% hits; further: potency means the concentration at half of the fitted maximal effect; on the % scale 0 is the no-effect control and ±100 the full control effect; nearly all actives have a fitted effect of over 75% in size
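G9a (20 nM) was preincubated 15 min with compound, then reacted 2 h at room temperature with 500 nM biotin-H3K9 peptide and 20 µM SAM. Monomethyl-H3K9 detected by AlphaScreen using anti-H3K9me1 antibody.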
Pol eta inh: inhibitors of human DNA polymerase eta; AID 588591; recombinant Pol eta, fluorescent DNA replication assay; Potency, µM (top dose mostly 114 µM), for the others: at the top dose activity change, negative = inhibition, actives largely listed as inhibitors; 390,000 compounds, 1.2% hits; Q9Y253; further: potency means the concentration at half of the fitted maximal effect; on the % scale 0 is the no-effect control and ±100 the full control effect
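Pol eta (10 nM) was preincubated with compounds for 15 min at room temperature, after which fluorescent replication substrate (50 nM final) was added to start the reaction. Fluorescence was read kinetically at 0 and 10 min.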
An asterisk follows results filed as active; i = inactive; ? = inconclusive; / = not tested or not shown; & = joins results of further samples; [ ] = remark or other dose. Unless noted, the call rests on the fitted dose curve; in most records, active means well fitted curve in the direction sought with a large enough effect; inconclusive means small, poorly fitted or top-dose-only effect, or another doubt; inactive means no such curve, though single readings can be large; an effect the other way counts as inactive or inconclusive.

SMILES | Pin1 inhibitor | PGK inhibitor | HP1b binding inh | BAZ2B block | PI4K2A inh | GLS inhibitor | JMJD2A Tudor | G9a inh | Pol eta inh
CCOC(=O)C1CCCN(CCC(=O)Nc2cccc(Cl)c2C)C1 (stereo not given) | 2% | -6% | 11% | 10%[0.457 µM] | -4 | -3% | -6% | 3%[59 µM] | -3%
CCOc1ccc(CCNC(=O)CCCn2nc(C)c3sc4ccccc4c3c2=O)cc1 | 42%[activator] | -4% | 0% | -13% | 2 | -7% | -7% | -31%[59 µM] | -5%
Cc1nc2ccccc2c(=O)n1NCc1cc(Br)cs1 | 1% | / | 26% | 4% | 5 | -2% | 8% | 9% | -1%
CN(C)c1nc(C#N)nc(N2CCOCC2)n1 | -4%&-1% | i | 11%[57 µM] | 12% | 21 | 0% | -8%[57.1 µM] | 25% | 0%
CC(C)C(=O)N1CCN(c2ccc(NC(=O)c3ccc4c(c3)OCCO4)cc2Cl)CC1 | 1% | -10% | 17% | 2% | 6 | -7% | -29% | ? | -17%
O=C(Nc1ccccc1C(=O)OCc1cc(=O)n2nc(C3CC3)sc2n1)c1cccc(Cl)c1 | 10% | -8% | 4% | -9% | -1 | 2% | -8% | 14%[59 µM] | -15%
Cn1c(=O)c2nc(SCC(=O)Nc3cc(Cl)cc(Cl)c3)n(C)c2n(C)c1=O | -1% | 0% | 27% | -3% | 6 | -8% | -11% | 9%[59 µM] | -10%
O=C(c1cccs1)N1CCN(S(=O)(=O)c2ccccc2)CC1 | -14% | 9% | 22% | -2% | -8 | 20% | -8% | -2%[59 µM] | -3%
COc1ccc(S(=O)(=O)N(Cc2nc3ccccc3c(=O)[nH]2)C2CCCC2)cc1 | -3% | i | 31% | -22% | 0 | 8% | -18% | ? | 6%
O=S(=O)(N/N=C/c1cccnc1)c1ccc(Cl)c(Cl)c1 | 1% | -5% | 13% | -5% | -3 | 11% | -16% | 18µM* | 16%
COc1ccc(-c2c(C)oc3c(CN4CCN(C)CC4)c(O)ccc3c2=O)cc1 | -2% | 5% | 28% | -6% | -2 | 14% | -18% | -11%[59 µM] | -4%
COCCn1c(SCC(=O)c2c(N)n(C3CC3)c(=O)[nH]c2=O)nnc1-c1ccc(Cl)cc1 | 0% | -2% | 44%[activator] | -3% | 10 | -6% | ? | 8%[0.501 µM] | -9%
Cn1nc(C(F)(F)F)c2cc(C(=O)Nc3ccc(F)cc3F)sc21 | 8% | -3% | 30% | 4% | -7 | 5% | -4% | -1%[59 µM] | -21%
COc1ccc(C)cc1S(=O)(=O)n1nc(C)cc1C | 0% | 0% | 28% | 2% | -6 | 2% | -20% | -3% | -3%
COc1ccc(OC2OC3COC(c4ccco4)OC3C(O)C2NC(C)=O)cc1 (stereo not given) | -2% | -12% | 19% | -4% | 4 | 6% | -1% | -7% | -7%
CN1C(N)=NC(=O)/C1=C\c1ccc(Br)cc1 | 5% | / | 20% | 3% | 6 | 0% | -13% | ? | 7%
Nc1cccc(C#Cc2ccc3c(c2)C(=O)/C(=C/c2ccsc2)O3)c1 | -2% | i | 5% | / | 2 | -3% | -35% | / | -10%
O=C(NC(=S)N1CCCC(O)C1)c1ccco1 (stereo not given) | -5% | 10% | -16% | / | 0 | 9% | ? | / | -10%
Cc1ccc(S(=O)(=O)CCC(=O)OCC(=O)NCCc2ccccc2)cc1 | -9% | -4% | -11% | 8% | 0 | -1% | -21% | ? | -5%
COCCCNC(=O)c1cccs1 | 0% | -7% | 74%[activator] | 12% | -5 | -7% | 1% | 7% | -12%
C=CCC[C@@H](Cc1ccc(F)cc1)C(=O)OC[C@H](Cc1c[nH]c2ccccc12)NC(=O)[C@H](CC=C)CC(=O)NCCO | ? | -3% | 8% | / | -1 | 1% | ? | / | -20%
O=C(NCc1ccco1)Nc1cccc2ccccc12 | 2% | 6% | 18% | / | 12 | -1% | -10% | / | -27%
O=C(Nc1cccnc1)c1ccccc1Cl | -6% | -8% | 14% | 4% | -2 | 2% | -1% | 1% | -11%
COc1ccc(NC(=O)NN2CCOCC2)cc1OC | -7% | -6% | 22% | -1% | -1 | 43%[activator] | -7% | / | -8%
COc1ccc(N2CCN(CC(O)COc3ccccc3C(C)(C)C)CC2)cc1 (stereo not given) | -1% | -7% | 20µM* | 32µM* | -1 | 33%[activator] | 22µM* | 11µM* | -22%

Structures above that bear a hit mark in JMJD2A Tudor.
SMILES | Pin1 inhibitor | PGK inhibitor | HP1b binding inh | BAZ2B block | PI4K2A inh | GLS inhibitor | JMJD2A Tudor | G9a inh | Pol eta inh
COc1ccc(N2CCN(CC(O)COc3ccccc3C(C)(C)C)CC2)cc1 (stereo not given) | -1% | -7% | 20µM* | 32µM* | -1 | 33%[activator] | 22µM* | 11µM* | -22%

Back to the main list; the 2 compounds before the break are reprinted first.
SMILES | Pin1 inhibitor | PGK inhibitor | HP1b binding inh | BAZ2B block | PI4K2A inh | GLS inhibitor | JMJD2A Tudor | G9a inh | Pol eta inh
COc1ccc(NC(=O)NN2CCOCC2)cc1OC | -7% | -6% | 22% | -1% | -1 | 43%[activator] | -7% | / | -8%
COc1ccc(N2CCN(CC(O)COc3ccccc3C(C)(C)C)CC2)cc1 (stereo not given) | -1% | -7% | 20µM* | 32µM* | -1 | 33%[activator] | 22µM* | 11µM* | -22%
COc1ccccc1N(CC(=O)Nc1ccccc1C(=O)N1CCOCC1)S(C)(=O)=O | -8% | 0% | 28% | 10% | -2 | 0% | -1% | 25% | 15%
O=C(CSc1ncn[nH]1)NCc1ccccc1Cl | -2% | -5% | 25% | 10% | -1 | -14% | -8% | -4% | 6%
COc1ccccc1N1CCN(C(=O)c2ccc(Br)s2)CC1 | -5% | / | 34% | -5% | 2 | 16% | -3% | ? | 2%
COc1ccc(-c2ccc([C@H]3[C@H]4C=CC[C@@H](C)[C@@H]4C(=O)N3Cc3ccccc3)c(F)c2)cc1C | 21% | 6% | 17% | -12% | -3 | 0% | -13% | -1%[12.7 µM] | ?
Cc1ccc(C(=O)COC(=O)CCC(=O)Nc2cc(Cl)ccc2Cl)cc1[N+](=O)[O-] | -8% | -8% | 23% | 4% | 17 | -2% | 6% | -33%[59 µM] | -7%
CCN1C(=S)SC(=O)C1=C1C=C(C)OC(C)=C1 | ? | -6% | -25% | -35% | -4 | 5% | -22% | ? | -9%
O=C(COC(=O)c1ccc(S(=O)(=O)N2CCCC2)cc1)Nc1ccccc1Cl | / | 6% | / | / | -3 | 11% | / | / | 1%
COc1ccc(C/C(N)=N/OC(=O)COc2ccccc2C)cc1 | 7% | -1% | 159% | 114%[activator] | -9 | 9% | 72%[activator] | 60%[activator][59 µM] | -17%
CCOc1ccc(/C=N/n2nnnc2N)cc1O | -3% | 4% | 31% | ? | 3 | -23% | 5% | -5% | -21%
O=C1CCCCCN1CSc1nc2ccccc2s1 | 3% | i | 34% | 36%[activator] | 2 | 8% | -4% | -20%[12.7 µM] | -6%
COc1cccc(NC(=O)Nc2ccc3c(c2)nc(C)n3C)c1 | -1% | -12% | -1% | 2% | -8 | 14% | -20% | 29%[0.501 µM] | -10%
O=C(Oc1ccccc1)c1ccccc1OS(=O)(=O)c1ccccc1 | 2% | i | 90%[activator] | 14% | -2 | -9% | 24% | 97%[activator][59 µM] | -6%
O=P(OC1CCCCC1)(OC1CCCCC1)C(O)c1ccc(Cl)cc1Cl (stereo not given) | 1% | -8% | 1% | -21% | -7 | -5% | -10% | -31%[59 µM] | -3%
Cc1oc2c(CN3CCCC3)c(O)ccc2c(=O)c1-c1ccccc1 | 4% | -1% | 20% | 4% | 1 | 19% | -9% | 0%[59 µM] | 3%
CC1(C)Cc2c(ccc3ccccc23)/C(=C/C#N)N1 | 12% | / | -11% | -12% | 4 | 3% | ? | 50µM* | -6%
Cc1ccc2c(c1)N(CC(=O)NC1CCCCCC1)C(=O)c1cccnc1O2 | -7% | -1% | 28% | -36% | 2 | -16% | 1% | 44%[59 µM] | -13%
COc1ccc(-c2cn3nc(N4CCCC(C(=O)Nc5ccc(Cl)cc5C)C4)sc3n2)cc1 (stereo not given) | -6% | 8% | 28% | 3% | 0 | 0% | -22% | -28%[59 µM] | -27%
CC(C)(CN=C1NS(=O)(=O)c2ccccc21)CNC(=O)CN1C(=O)c2ccccc2C1=O | -6% | -1% | 14% | 9% | -2 | 0% | -11% | -23%[59 µM] | -11%

Compounds above with an NH in an aromatic ring (4):
SMILES | Pin1 inhibitor | PGK inhibitor | HP1b binding inh | BAZ2B block | PI4K2A inh | GLS inhibitor | JMJD2A Tudor | G9a inh | Pol eta inh
COc1ccc(S(=O)(=O)N(Cc2nc3ccccc3c(=O)[nH]2)C2CCCC2)cc1 | -3% | i | 31% | -22% | 0 | 8% | -18% | ? | 6%
COCCn1c(SCC(=O)c2c(N)n(C3CC3)c(=O)[nH]c2=O)nnc1-c1ccc(Cl)cc1 | 0% | -2% | 44%[activator] | -3% | 10 | -6% | ? | 8%[0.501 µM] | -9%
C=CCC[C@@H](Cc1ccc(F)cc1)C(=O)OC[C@H](Cc1c[nH]c2ccccc12)NC(=O)[C@H](CC=C)CC(=O)NCCO | ? | -3% | 8% | / | -1 | 1% | ? | / | -20%
O=C(CSc1ncn[nH]1)NCc1ccccc1Cl | -2% | -5% | 25% | 10% | -1 | -14% | -8% | -4% | 6%

The list is partial. The share of hits here may be higher or lower than overall.
